ERK EGF block – EGF-driven ERK pathway inhibition | AID 1454 | HEK293-V1b, EGF-stimulated phospho-ERK AlphaScreen | Potency, µM (series often up to 11.5 µM), without a hit: at the highest dose activity change, negative = inhibition, hits mostly inhibitors | hit rate 0.41% among 130,000; active means well fitted inhibition curve with a large enough effect; inconclusive means small, poorly fitted or top-dose-only effect, or effect the other way;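 further: plate controls were stimulated vehicle wells for no effect and unstimulated vehicle basal for full effect; nearly all actives have a fitted effect of over 55% in size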
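Homogeneous cell-based phospho-ERK assay: HEK293/V1b cells in 1% FBS, compound 30 min then EGF 5 min, AlphaScreen luminescence. Activity normalized between DMSO and 25 nM EGF controls; AC50 from Hill modelling.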
The depositor's hits bear a star; ? = inconclusive; & = joins results of further samples; [ ] = dose if it differs, or a comment. Potency means the concentration at half of the fitted maximal effect. The list is partial; the hit share may differ from the screen's.

SMILES	ERK EGF block
COc1ccc(-c2nn(-c3ccccc3)cc2/C=C/C(=O)NCCCn2ccnc2)cc1OC	-1%
Cc1ccc(C(C(=O)NCc2ccco2)N(C(=O)Cc2cccs2)c2cccnc2)cc1 (configuration not stated)	2%
CCOc1ccc(-c2ccc(SCC)nn2)cc1	0%
Cc1cnc(NC(=O)C2(c3ccccc3)CC2)s1	-10%
CCCCCCSC1=C(C#N)C(=O)NC2(CCCCC2)S1	2%
NC(=NCCc1ccccc1)NS(=O)(=O)c1cccs1	4%
Cn1c(=O)c(C(=O)NCCO)c(O)c2ccccc21	-7%[57.5 µM]
CCOc1ccc(NC(=O)C(=O)N/N=C/c2cccnc2)cc1	-5%[57.5 µM]
COc1ccc(NC(=O)c2cc(Br)ccc2Cl)c([N+](=O)[O-])c1	-4%
O=C(N/N=C/c1ccc(OCc2cnc(Cl)s2)cc1)c1ccncc1	-9%
CC#CC[N+](C)(C)CCCCCC	10%[57.5 µM]
COc1ccc(OC)c(/C=N\NC(=O)c2ccc(=O)n(C)c2)c1	-11%
COc1cc(C2C3=C(Nc4nc(N)[nH]c(=O)c42)c2ccccc2C3=O)ccc1O (configuration not stated)	2%[57.5 µM]
COc1c(Cl)cccc1-c1cn2ccc(C)cc2n1	-5%[57.5 µM]
COc1ccc(C2C(C#N)=C(N)Oc3cc(C)[nH]c(=O)c32)cc1OC (configuration not stated)	-5%[57.5 µM]
O=C(CSc1nnc(Cc2ccccc2)o1)c1ccc(F)cc1	-6%[57.5 µM]
CC(C)NC(=O)N1CC2(CCN(C(=O)c3ccco3)CC2)C1	-7%
CC1CN(c2ccc([N+](=O)[O-])cn2)CC(C)O1 (configuration not stated)	-1%[57.5 µM]
Cc1cc(C)nc(NC(=O)/C=C/c2ccc(Cl)cc2)n1	-5%[57.5 µM]
COc1ccc(CC(=O)NNC(=O)CSc2nnc(C)n2-c2ccccc2)cc1	-7%
CC1(C)O[C@@H]2[C@@H](CO[C@@]3(COS(N)(=O)=O)OC(C)(C)O[C@@H]23)O1	2%[57.5 µM]
CCOC(=O)Cc1nn(Cc2nc(-c3ccc(C#N)cc3)cs2)c(=O)c2ccccc12	?
COc1ccc(NS(=O)(=O)c2cccc(NC(=O)NC3CCCCC3)c2)cc1	6%
CCOC(=O)C1(CC2CC2)CCN(Cc2ccc3cccc(F)c3n2)CC1	-6%
CCOC(=O)C1(Cc2cccc(OC)c2)CCN(C(C)COC)CC1 (configuration not stated)	-2%
Cc1ccc(C)[n+](CC(=O)c2ccc(-c3ccccc3)cc2)c1	4%
COc1ccccc1Nc1nc(Cl)nc(NC(C)(C)C)n1	-2%
CCN(CC)c1ccc(N=Nc2nn(C)c(C)c2[N+](=O)[O-])cc1	16µM*
CCCCCc1cc(=O)oc2c(C(CCN3CCCC3)c3ccc(N(C)C)cc3)c(OC)cc(OC)c12 (configuration not stated)	2%[57.5 µM]
O=C(NCc1cccs1)c1cccn2c(=O)c3sccc3nc12	1%
CCC(C)N1C(=O)N(C)C2NC(=O)NC21 (configuration not stated)	3%
CCOC(=O)C1(CCCc2ccccc2)CCN(Cc2cnn(C)c2)CC1	6%
O=C(Cn1cnc2c(nnn2Cc2ccc(Cl)cc2)c1=O)N1CCCc2ccccc21	7%
Cc1cccc(C(=O)NNC(=O)c2ccc(F)cc2)c1	-4%
Cc1noc(C)c1C(=O)N1CCC[C@@]2(CCN(c3ccccn3)C2)C1	2%
O=C(CN1CCN(c2ccccc2O)CC1)NC(=O)NC1CCCC1	-6%
Cc1ccc(-n2nc(C)c3c2NC2=C(C(=O)CC(C)(C)C2)C3c2ccccc2OCC(=O)O)cc1 (configuration not stated)	6%
COC(=O)C1CCN(C2=C(NS(=O)(=O)c3ccc(Cl)cc3)C(=O)c3ccccc3C2=O)CC1	?
CCNc1ccc(C2(O)C(=O)c3ccccc3C2=O)cc1	4%
COCCNC(=O)CCCn1c(=O)c2cc(OC)c(OC)cc2n(CC(=O)c2cccc(OC)c2)c1=O	3%
COc1cc(/C=C/C(=O)OCC(=O)c2c(N)n(C)c(=O)n(C)c2=O)ccc1OC(F)F	-15%
O=C(/C=C/c1cccnc1)/C=C/c1cccnc1	10µM*
Cc1cccc(NC(=S)N(CCN(C)C)Cc2cc3cccc(C)c3[nH]c2=O)c1	9%
CCOc1ccccc1C(=O)Nc1cc(C(=O)NCC(C)C)ccc1Cl	1%
CCOC(=O)c1sc(N2N=C(C)/C(=C\c3ccc(OCC(=O)OC)cc3)C2=O)nc1C	0%
O=C(CSc1nnc(Cn2c(=O)sc3ccccc32)n1-c1ccccc1)N1CCCCCC1	1%
COc1ccc(C2CC(c3cccs3)=NN2C(=S)Nc2ccccc2)cc1OC (configuration not stated)	-4%
Cc1ccc(CN(C(=O)c2ccco2)C(C(=O)NC2CCCC2)c2ccc(N3CCOCC3)cc2)cc1 (configuration not stated)	1%
CCCCCCc1c(C)nc(-n2[nH]c(C)c(CCO)c2=O)[nH]c1=O	1%
Cc1cc(NC(=O)c2cccs2)ncc1NC(=O)c1cccc(F)c1	-5%
Cc1noc(C)c1-c1nnc(-c2ccc(C(F)(F)F)cc2)o1	-9%[57.5 µM]
COc1ccc(N(C(C)C(=O)N/N=C(\C)C(C)(C)C)S(C)(=O)=O)cc1 (configuration not stated)	-3%
CS(=O)(=O)NCCNc1ccc(C(F)(F)F)cc1[N+](=O)[O-]	4%
COc1ccccc1-c1nc(NCc2cnc(C)cn2)c2ccccc2n1	9%
O=C(NCCc1ccccc1F)/C(=C/c1cccnc1)NC(=O)c1ccccc1	5%
CC(C)[C@H](NC(=O)c1ccccc1)C(=O)OCC(=O)N1CCCc2ccccc21	17%
COc1ccc(C(=O)Nc2cc3c(cc2C#N)OCO3)cc1S(=O)(=O)N1CCN(C)CC1	1%
CCOc1cccc(CN2CCN(Cc3ccc(C)o3)C(CCO)C2)c1O (configuration not stated)	-2%
Cc1c([N+](=O)[O-])c([N+](=O)[O-])nn1CC(=O)N1CCCCC1	-1%
COc1ccc(C2CC(=O)C(C=NCCN3CCN(C(=S)Nc4ccccc4)CC3)=C(O)C2)cc1 (configuration not stated)	-1%[57.5 µM]
Going on with the list:
SMILES	ERK EGF block
COc1ccc(C(=O)N2CCC3(CC2)CN(c2cccc(-c4ccccc4)c2)C3)cc1	16%
CCOCCc1c(O)nc(SC)[nH]c1=O	-14%[57.5 µM]
COc1ccc(OCCNS(=O)(=O)c2cccc([N+](=O)[O-])c2)cc1	1%
COc1ccc(S(=O)(=O)N2CCOC2CNC(=O)C(=O)NCc2cccnc2)cc1C (configuration not stated)	6%[57.5 µM]
COc1cc(CNCCCN2CCOCC2)c(Br)cc1OCC(=O)Nc1ccccc1C	0%
O=C(Nc1cccnc1)c1cc(-c2ccc(Cl)cc2)on1	-6%
CC(C)(C)S(=O)(=O)c1cnc2c(S(=O)(=O)c3ccccc3)cnn2c1N	10%
Cc1cc(=O)n2nc(N3CCCC(C(=O)N4CCN(C)CC4)C3)sc2n1 (configuration not stated)	10%
CCOc1c(Cl)cc(C(=O)Nc2cccc(C(=O)O)c2)cc1Cl	5%
O=C(Nc1nnc(CSCc2ccc(F)cc2)s1)c1ccc([N+](=O)[O-])cc1	2%
O=C(N/N=C/C1C(c2ccccc2)C1(Cl)Cl)c1cccc(Cl)c1 (configuration not stated)	-1%
CC(=O)N1CCOCCOCCN(C(C)=O)CCOCCOCC1	6%
Cn1c(=O)[nH]c(=O)c2cc(C(=O)c3cc(F)ccc3O)cnc21	-5%
CC1=NN(c2ccc(C)cc2)C(=O)/C1=C\c1ccc(Br)s1	9%
CC1(C)CC(=O)C=C(NCc2cccc(C(F)(F)F)c2)C1	4%[57.5 µM]
Cc1nnnn1CC(=O)Nc1cccc([N+](=O)[O-])c1	3%
CCOC(=O)Cc1csc(NC(=O)Cc2ccc(Br)cc2)n1	12%[57.5 µM]
O=C(COC(=O)c1ccc(Br)o1)Nc1nc2c(F)c(F)c(F)cc2s1	-5%[57.5 µM]
Fc1cccc(-c2oncc2-c2nnnn2-c2ccc(Cl)cc2)c1	6%
Cc1ccc(CNC(=O)N[C@@H](Cc2ccccc2)C(=O)O)cc1	9%
CC(=O)N[C@@H](C)C(=O)N1CCN(S(=O)(=O)c2ccc(Cl)cc2)CC1	-3%
Nc1nnnn1CC(=O)N/N=C/c1cc([N+](=O)[O-])ccc1Cl	0%
COC(=O)c1sccc1NC(=O)c1ccc(OC)c([N+](=O)[O-])c1	-6%
OC(C#CCN1CCCC1)(c1ccccc1)c1cccnc1 (configuration not stated)	-9%[57.5 µM]

Ordered by molecular weight (highest first): some entries from above
SMILES	ERK EGF block
O=C(COC(=O)c1ccc(Br)o1)Nc1nc2c(F)c(F)c(F)cc2s1	-5%[57.5 µM]
O=C(Nc1nnc(CSCc2ccc(F)cc2)s1)c1ccc([N+](=O)[O-])cc1	2%
CCOC(=O)Cc1csc(NC(=O)Cc2ccc(Br)cc2)n1	12%[57.5 µM]
Cc1cc(=O)n2nc(N3CCCC(C(=O)N4CCN(C)CC4)C3)sc2n1 (configuration not stated)	10%
CC(=O)N[C@@H](C)C(=O)N1CCN(S(=O)(=O)c2ccc(Cl)cc2)CC1	-3%
O=C(N/N=C/C1C(c2ccccc2)C1(Cl)Cl)c1cccc(Cl)c1 (configuration not stated)	-1%
CC1=NN(c2ccc(C)cc2)C(=O)/C1=C\c1ccc(Br)s1	9%
CCOc1c(Cl)cc(C(=O)Nc2cccc(C(=O)O)c2)cc1Cl	5%
CC(=O)N1CCOCCOCCN(C(C)=O)CCOCCOCC1	6%
Fc1cccc(-c2oncc2-c2nnnn2-c2ccc(Cl)cc2)c1	6%
COC(=O)c1sccc1NC(=O)c1ccc(OC)c([N+](=O)[O-])c1	-6%
Cn1c(=O)[nH]c(=O)c2cc(C(=O)c3cc(F)ccc3O)cnc21	-5%
Cc1ccc(CNC(=O)N[C@@H](Cc2ccccc2)C(=O)O)cc1	9%
O=C(Nc1cccnc1)c1cc(-c2ccc(Cl)cc2)on1	-6%
OC(C#CCN1CCCC1)(c1ccccc1)c1cccnc1 (configuration not stated)	-9%[57.5 µM]
Cc1nnnn1CC(=O)Nc1cccc([N+](=O)[O-])c1	3%

Later entries
SMILES	ERK EGF block
COc1cc2ncc(C(=O)c3ccccc3)c(N3CCN(Cc4ccccc4)CC3)c2cc1OC	5%[57.5 µM]
O=C(C1CCN(Cc2ccc(F)cc2)CC1)N(CCc1ccccc1)Cc1ccccc1	1%
O=C(CC1C(=O)NCCN1CC1CCCCC1)NCc1ccc(F)cc1 (configuration not stated)	-4%
CC(/C=C/C=C/c1ccccc1)=N/NC(=O)C(O)c1ccccc1 (configuration not stated)	-1%[57.5 µM]
CS(=O)(=O)N(CC(=O)N1CCCC1)c1cc(C(F)(F)F)ccc1Cl	7%
COc1ccc(/C=C(/NC(=O)c2ccc(OC)cc2)C(=O)NCCc2c[nH]c3ccccc23)cc1	-3%
Cc1ccc(-c2nc(NC(=O)c3cc(C(C)(C)C)nn3C)sc2C)cc1Cl	-6%[57.5 µM]
CCC(C)C(=O)Nc1cccc(SC)c1 (configuration not stated)	-5%
Cc1ccc(S(=O)(=O)N2CCC(=O)N(C(COC(=O)Nc3ccccc3)Cc3ccccc3)CC2)cc1 (configuration not stated)	-4%
Cc1cc(N2CCOCC2)nc(SCc2c(Cl)cccc2Cl)n1	-2%
Nc1c(S(=O)(=O)c2ccccc2)nnn1-c1ccccc1	0%
NC(Cc1ccc(Cl)cc1)C(=O)O (configuration not stated)	18%&33%
Clc1ccc(CSc2nncn2-c2ccc3c(c2)OCCO3)cc1	-3%[57.5 µM]
CCOC(=O)c1cccc(NC(=O)CCc2ccccc2)c1	2%
CCOC(=O)c1c(C)[nH]c(C)c1C=O	-5%
CC1=CC(=C(C#N)C#N)C=C(C)N1Cc1ccccc1	-13%[57.5 µM]
COc1cccc(-c2n[nH]c(=S)n2Cc2ccco2)c1	-18%[57.5 µM]
O=C(NC1CC2CCCC(C1)N2C(=S)NCCc1ccccc1)C1CC1 (configuration not stated)	6%
O=C(NCCNC(=O)c1ccc([N+](=O)[O-])cc1)c1ccncc1	-1%
Cc1nn(-c2ccccc2)c(Cl)c1C(=O)N(C)c1nc(-c2ccc(F)cc2)cs1	2%
CC(C)(C)c1cc(NC(=O)Nc2ccc(Br)cc2Cl)no1	0%
Cc1ccc(CC2CC(=O)N(CC(=O)O)C2=O)cc1 (configuration not stated)	10%
O=C(O)CC/C(=N\NC(=O)c1ccc(F)cc1)c1ccc(Br)cc1	-4%
Clc1ccc(-c2csc(=Nc3cccnc3)n2CCCn2ccnc2)cc1Cl	?
CN(C/C=C/c1ccccc1)C1CCCCC1	2%
O=C(COC(=O)/C=C/c1ccco1)Nc1cccc([N+](=O)[O-])c1	-3%
CC(=O)N/C(=C\c1ccccc1)C(=O)NC(C)C(=O)O (configuration not stated)	6%
CC1(OC(=O)C2CCCC2)C(=O)C=C2C=C(c3ccsc3)N(C(CO)CO)C=C2C1=O (configuration not stated)	1%[57.5 µM]
O=C(N/N=C/c1cc2c(cc1Cl)OCO2)c1ccncc1	2%
O=C(Cn1nnc(-c2ccccc2)n1)N/N=C/c1ccco1	-5%
N#Cc1ccccc1NC(=O)CSc1nnc(-c2ccncc2)o1	0%
Cc1ccccc1Oc1nc2ccccn2c(=O)c1/C=C(\C#N)C(=O)Nc1c(C)n(C)n(-c2ccccc2)c1=O	2%
CC(C)CNC(=O)COC(=O)c1cc(S(=O)(=O)N(C)C)ccc1N1CCCC1	6%
CCOC(=O)N/N=C/c1c(F)cccc1F	7%
Cc1c(NC(=O)Nc2c(Cl)cccc2Cl)c(=O)n(-c2ccccc2)n1C	-3%[57.5 µM]
